Bioassay records as filed in PubChem BioAssay.
M4 antag – CHRM4 antagonism in calcium assay; P08173; CHO-hM4 cells, ACh EC80, Fluo-8 calcium fluorescence; inhibition, % at 3 µM; 360,000 compounds, 0.73% hits;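 active = inhibition above its plate's cutoff, the mean inhibition of sample wells plus 3 SD, cut at about 27% in these data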;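 also: 0% = acetylcholine EC80 with DMSO and 100% = DMSO without agonist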
CHRM5 antagonist – blocks acetylcholine activation of human M5 receptor. P08912. CHO-hM5 cells, Fluo-8 calcium fluorescence, ACh EC80. inhibition, % at 3 µM. 360,000 compounds, 0.59% hits. AID 624040;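 active = inhibition above a per-plate cutoff, the mean of that plate's test compounds plus 3 SD, cut at about 27% in these data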;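 also: 0% = acetylcholine EC80 with DMSO and 100% = DMSO without agonist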
Target sequence (P08912 whole entry, looked up): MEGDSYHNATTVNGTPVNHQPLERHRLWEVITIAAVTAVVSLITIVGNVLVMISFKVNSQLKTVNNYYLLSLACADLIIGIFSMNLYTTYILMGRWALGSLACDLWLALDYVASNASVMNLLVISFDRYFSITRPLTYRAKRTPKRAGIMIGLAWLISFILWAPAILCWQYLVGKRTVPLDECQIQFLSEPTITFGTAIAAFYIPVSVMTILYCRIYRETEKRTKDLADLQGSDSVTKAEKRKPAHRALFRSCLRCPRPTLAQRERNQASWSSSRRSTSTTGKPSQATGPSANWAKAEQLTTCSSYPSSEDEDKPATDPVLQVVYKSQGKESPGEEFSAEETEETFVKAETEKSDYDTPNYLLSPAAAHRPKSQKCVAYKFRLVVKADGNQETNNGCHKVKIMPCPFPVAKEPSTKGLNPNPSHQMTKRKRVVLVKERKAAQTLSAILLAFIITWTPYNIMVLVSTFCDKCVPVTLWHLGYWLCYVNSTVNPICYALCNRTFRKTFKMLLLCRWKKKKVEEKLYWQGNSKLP
CRFR2-BP antag – CRF-BP/CRF-R2 complex antagonism; HEK293 CRF-R2/CRF-BP, CRF-induced calcium fluorescence; inhibition, % at 11.8 µM; 350,000 compounds, 0.59% hits; AID 588475;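 active = inhibition of the ligand-induced calcium signal above about 50% at the single tested concentration, limit read from the data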
CHRM5 PAM – CHRM5 positive allosteric modulation; P08912; CHO-K1 hM5, Fluo-8 calcium, ACh EC20 PAM; 0% = ACh EC20, 100% = ACh EC100; activation, % at 3 µM; 360,000 compounds, 0.3% hits; AID 624038;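 active = activation above the run cutoff, the mean activation of all test compounds plus 3 SD, cut at about 18% in these data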
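Assay system: CHO-K1 hM5 cells / Incubation: Fluo-8 loading 80 min at 37 °C plus 30 min room temperature / Technique: Fluo-8 calcium dye fluorescence, kinetic read / Repeats: single replicate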
M4 ag – agonists of human muscarinic M4 receptor (CHRM4). P08173. 360,000 compounds, 0.14% hits. activation, % at 3 µM. CHO-K1 hM4/Gqi5, Fluo-8 calcium fluorescence; vehicle 0%, full acetylcholine response 100%;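 active = activation above the run mean over all test wells plus 3 SD, cut at about 32% in these data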;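 also: peak over basal fluorescence ratio per well then scaled between controls; 0% = DMSO wells and 100% = acetylcholine at EC100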
M5 ag – CHRM5 agonism in calcium assay | 360,000 compounds, 0.19% hits | activation, % at 3 µM | CHO-K1 hM5 cells, Fluo-8 calcium fluorescence; 0% DMSO wells, 100% maximal acetylcholine response | P08912 | AID 624037;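 active = activation above the run's mean over test compounds plus 3 SD, cut at about 23% in these data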;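 also: signal is peak over basal fluorescence ratio across the kinetic read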
M4 PAM – CHRM4 positive allosteric modulation; P08173; CHO-K1 hM4/Gqi5, Fluo-8 calcium fluorescence, ACh EC20; 0% = ACh EC20, 100% = maximal ACh; activation, % at 3 µM; 360,000 compounds, 0.4% hits; AID 624126;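 active = activation above its plate's cutoff, the mean activation of sample wells plus 3 SD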; also: some results filed as inactive read as strong as hits
CRFBP-R2 agonist – CRF-BP/CRF-R2 complex agonism. 350,000 compounds, 0.46% hits. HEK293 CRF-R2/CRF-BP, calcium dye fluorescence (FLIPR); percent of saturating CRF peptide response. activation, % at 13.2 µM;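 active = activation of at least 50%, plus an integration ratio under a set limit after plate pattern correction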;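 also: plate controls were neutral control wells without compound for no effect and CRF at EC100 for full effect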
M1 PAM – human CHRM1 positive allosteric modulation. P11229. CHO-K1 hM1, Fluo-8 calcium fluorescence, ACh EC20; 0% = ACh EC20, 100% = maximal ACh. activation, % at 3 µM. 360,000 compounds, 0.088% hits; in the data active = activation above about 19%, passing the limit was not always enough
Target sequence (P11229 whole entry, looked up): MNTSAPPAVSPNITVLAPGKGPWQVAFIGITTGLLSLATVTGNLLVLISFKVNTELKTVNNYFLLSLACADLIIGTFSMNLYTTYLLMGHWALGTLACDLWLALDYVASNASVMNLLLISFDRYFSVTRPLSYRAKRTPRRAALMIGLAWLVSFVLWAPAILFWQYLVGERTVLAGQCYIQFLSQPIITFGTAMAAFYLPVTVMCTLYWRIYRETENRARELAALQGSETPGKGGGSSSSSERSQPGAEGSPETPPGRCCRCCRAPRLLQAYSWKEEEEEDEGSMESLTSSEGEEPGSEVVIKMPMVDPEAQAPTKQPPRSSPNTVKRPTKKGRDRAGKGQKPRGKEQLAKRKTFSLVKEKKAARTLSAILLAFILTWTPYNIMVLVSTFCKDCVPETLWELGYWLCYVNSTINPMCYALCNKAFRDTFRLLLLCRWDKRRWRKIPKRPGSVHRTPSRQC
Numbers without * were called inactive; . = no result given. Rows are unselected; about 2.6% have a hit in one of these screens.

No.	Molecule	M4 antag	CHRM5 antagonist	CRFR2-BP antag	CHRM5 PAM	M4 ag	M5 ag	M4 PAM	CRFBP-R2 agonist	M1 PAM
1	Cc1ccc2[nH]c(=O)c(CN(C(=O)c3cccc([N+](=O)[O-])c3)C(C)(C)C)cc2c1	-12	0	-14	2	0	1	8	-0.5	16
2	CCOC(=O)c1ccc(NC(=O)c2nc[nH]c2C(=O)NC[C@H](C)O)cc1	-11	-11	17	4	4	1	4	-1.4	5
3	Cc1c(OC(C(=O)O)c2ccccc2)ccc2c1oc(=O)c1ccccc12 (configuration not stated)	-23	-19	-10	7	0	-5	3	2.4	6
4	C=CCc1c(C)nc2ccc(C(=O)OCC)cc2c1Cl	1	4	16	-4	2	-1	0	-0.5	7
5	COc1ccc(OC)c(S(=O)(=O)N2CCN(CC(O)COc3ccccc3)CC2)c1 (configuration not stated)	-3	4	3	-3	9	5	-3	-1.4	3
6	CCOc1ccc(C(C)=O)cc1COC(=O)CNC(=O)c1cccs1	-9	1	-11	0	1	0	4	2.5	6
7	C#CCOCCOCCOCCNc1nc(N2CCN(C(=O)C([C@@H](C)O)n3cc([C@@H](N)CCCCN)nn3)CC2)nc(N2CCN(C(=O)[C@H](CC(N)=O)n3cc([C@@H](N)C(C)C)nn3)CC2)n1 (some centres not stated)	-9	-1	-2	-4	0	1	0	0.0	2
8	Cc1ccc(Cl)cc1OCC(=O)NCCOC(=O)Nc1sc(=S)n(C)c1C	1	0	23	3	0	-2	4	0.6	1
9	C/C(N)=C(/C#N)C(=O)COC(=O)C1CCN(C(=O)c2ccc(Cl)cc2)CC1	0	5	2	-2	5	-1	-5	-3.0	6
10	Cc1ccc2oc(-c3ccccc3C(=O)O)cc(=O)c2c1	15	3	17	-2	0	-1	-1	1.5	5
11	COc1ccc(C(=S)N2CCCC2)cc1C	1	-6	14	4	0	-1	1	0.9	13
12	O=C(Nc1ccc(N2CCCCC2)c(S(=O)(=O)Nc2ccccc2Cl)c1)c1cccnc1	4	9	-19	2	6	3	-4	2.1	3
13	CCOc1ccccc1N(C(C)=O)S(=O)(=O)c1ccc(Cl)cc1	-11	-5	7	1	0	-4	-3	-1.4	-4
14	CC(C(=O)NCCC1=CCCCC1)c1ccc([N+](=O)[O-])cc1 (configuration not stated)	0	-2	-9	-4	2	-2	-6	0.8	-1
15	O=C(c1ccc(N2CCOCC2)c([N+](=O)[O-])c1)N1CCN(Cc2ccccc2)CC1	-8	4	-9	1	3	-1	0	-0.9	5
16	CC(=O)Nc1ccc(SCC(=O)N(CCC#N)c2ccc(C)cc2)cc1	10	2	-10	1	2	2	-2	3.2	6
17	CC(C)CSc1nc2c(c(=O)[nH]c(=O)n2C)n1CC(O)COc1cccc2ccccc12 (configuration not stated)	-22	1	-37	-6	6	4	8	-5.5	0
18	Cc1csc(NC(=O)c2c(-c3ccccc3)noc2C)n1	-12	1	-8	4	4	-1	2	-1.1	14
19	COc1ccc(Nc2ncc(C(=O)N3CCN(c4ccc(F)cc4)CC3)c3ccccc23)cc1	12	12	-14	-54	19	-2	-15	5.0	-11
20	Cc1ccc2nc(SCC(=O)NCCc3ccccc3)nc(=O)n2c1	0	8	1	0	3	-1	9	-0.1	3
21	N#CC1(NC(=O)CSc2nnc(Nc3ccccc3F)s2)CCCC1	0	-1	-6	2	3	3	16	1.3	3
22	COc1cccc(NC(=O)C2c3cc(OC)c(OC)cc3C(=O)N(C)C2c2cccnc2)c1 (configuration not stated)	-17	-5	19	-2	1	-2	13	4.1	7
23	CC1(C)CC(=O)C=C(NNC(=O)OC(C)(C)C)C1	-3	-4	-10	11	1	4	3	1.3	7
24	COCCNC(=O)c1ccc(Cl)c(S(=O)(=O)Nc2cccc(C)c2C)c1	4	19	4	-4	2	-1	0	-0.9	-2
25	NS(=O)(=O)c1ccc(NC(=S)NC2CCCC2)cc1	14	11	-14	0	0	0	-5	1.6	3
26	COc1ccc(NC(=O)COc2ccc3c(c2)OCO3)cc1	-6	-1	4	0	1	-3	5	-4.1	6
27	COc1ccc(CN(C)C(C)C(=O)NC2CCCc3ccccc32)cc1 (configuration not stated)	7	-5	3	3	-2	-5	-6	1.0	-7
28	COc1ccc(OC)c(/C=N/NC(=O)CCCC(=O)Nc2cccc(Br)c2)c1	-1	2	-36	-7	2	4	3	-1.2	-1
29	CCCC(=O)N1CCC1(C)C(=O)NCc1ccccc1SC (configuration not stated)	-8	1	.	-1	2	0	10	.	14
30	CCOC(=O)c1cnc2c(Cl)cccc2c1NCCN(C)C	5	20	-23	45*	1	-1	12	1.5	8
31	Cc1ccc(SCC(=O)NC(=O)NC2CCCC2)c(C)c1	-3	-1	-22	7	-1	-6	6	-2.0	-13
32	Cc1cccc(NC(=O)CN(C)S(=O)(=O)c2cccc3cccnc23)c1	-9	6	9	-7	9	4	1	1.5	0
33	O=C1c2ccccc2C(=O)N1CC#CCN1CCN(C2CCCCC2)CC1	-1	7	-13	-12	3	-12	6	1.4	2
34	COc1ccccc1N1CCN(C(=O)CN(C)S(=O)(=O)c2ccc(C)cc2)CC1	3	0	0	-7	5	2	-3	-0.8	-2
35	NC(=O)c1c(NC(=O)c2ccccc2)sc2c1CCc1ccccc1-2	13	3	-25	9	2	-1	1	-3.1	-7
36	COC(=O)COc1ccc(C2NC(=O)NC(c3ccccc3)=C2C(C)=O)cc1Br (configuration not stated)	-4	-4	-7	0	1	2	-1	0.8	5
37	COc1cc(/C=N/NC(=O)C2COc3ccccc3O2)ccc1O (configuration not stated)	-4	5	-19	-6	3	2	-10	-1.7	-8
38	c1cncc(CSc2nnc3ccc(-c4cccs4)nn23)c1	10	4	-6	-4	2	1	-11	0.4	5
39	COC(=O)C1CN(C(=O)COc2ccc(Cl)c(C)c2)c2ccccc2O1 (configuration not stated)	-5	-2	-7	-2	4	-4	-5	1.0	6
40	COc1ccc(CCCc2nc3ccccc3[nH]2)cc1	-3	1	11	5	1	0	-10	-1.4	6
41	N#Cc1ccc(COC(=O)c2ccc3c(c2)OCO3)cc1	-1	-6	10	2	1	-7	6	-0.6	13
42	Nc1ccc(OCCc2ccccc2)cc1	3	-3	-16	4	0	-3	0	0.6	9
43	O=C(CCn1[nH]c(=O)c2ccccc2c1=O)OC1CCCCC1	-13	-17	-9	10	-1	1	8	6.4	-2
44	Cn1cccc1C(=O)NC(=O)COC(=O)CCNS(=O)(=O)c1cccc(C(F)(F)F)c1	-14	5	-9	4	4	-3	13	0.1	13
45	NC(=O)c1ccc(NC(=O)COc2coc(CN3CCc4ccccc4C3)cc2=O)cc1	1	11	-5	-4	3	1	2	3.0	8

Excerpt: compounds 31–32
No.	Molecule	M4 antag	CHRM5 antagonist	CRFR2-BP antag	CHRM5 PAM	M4 ag	M5 ag	M4 PAM	CRFBP-R2 agonist	M1 PAM
31	Cc1ccc(SCC(=O)NC(=O)NC2CCCC2)c(C)c1	-3	-1	-22	7	-1	-6	6	-2.0	-13
32	Cc1cccc(NC(=O)CN(C)S(=O)(=O)c2cccc3cccnc23)c1	-9	6	9	-7	9	4	1	1.5	0

(continued)
No.	Molecule	M4 antag	CHRM5 antagonist	CRFR2-BP antag	CHRM5 PAM	M4 ag	M5 ag	M4 PAM	CRFBP-R2 agonist	M1 PAM
46	CCCCOP(=O)(OCCCC)C1(NS(=O)(=O)c2ccccc2)C=CC(=O)c2ccccc21 (configuration not stated)	12	6	-5	-1	-1	6	5	-3.7	5
47	CC(=O)N(C)c1ccc(C(O)(C(F)(F)F)C(F)(F)F)cc1	-11	8	-3	-12	2	-6	-8	2.9	-2
48	O=c1c2ccccc2c(C=Nc2ccc(O)cc2)c(O)n1Cc1ccccc1	2	5	4	7	-2	-1	-5	-0.1	9
49	COc1ccc(/C=C/C(=O)NCCSCc2ccco2)cc1OC	-3	8	66*	0	2	5	-7	0.1	4
50	Brc1ccc(-c2nnc3n2CCCCC3)cc1	-7	17	-6	-1	0	-1	0	-0.4	4
51	Cc1csc2ncnc(N3CCN(C(=O)Nc4ccc(OC(F)(F)F)cc4)CC3)c12	24	16	-9	-23	15	-8	-26	-0.3	-8
52	Cc1cnc(NC(=O)c2sc(Nc3ccccc3)nc2N)o1	-3	21	-10	-5	1	-2	-2	0.5	1
53	CN1CCOCCOCCN(C)C1=O	-5	-2	0	-6	0	-6	6	0.5	-4
54	COc1ccc(C(=O)/C=C/C(=O)N(Cc2ccccc2)C(C(=O)NC2CCCCC2)c2ccncc2)c(O)c1 (configuration not stated)	14	2	-25	-3	2	-4	-4	-1.2	-5
55	O=C1CCc2cc(S(=O)(=O)NC(C(=O)NCc3cccnc3)c3ccccc3)ccc2N1 (configuration not stated)	-10	0	2	-2	1	-1	2	1.6	2
56	COc1cccc(CC2(CO)CCCN(Cc3ccc(OC)c(C)c3OC)C2)c1 (configuration not stated)	-2	8	-23	0	8	4	-5	1.0	-2
57	Cc1cc(NC(=O)Nc2cccs2)no1	-13	-11	-2	8	2	2	21	0.2	6
58	O=C(CSc1nncc(=O)[nH]1)NC1CCCCC1	3	10	-1	2	0	-3	-3	0.9	10
59	NC(=O)c1c(NC(=O)c2ccccc2F)sc2c1CCCC2	-2	11	4	-7	0	1	-6	-1.3	5
60	O=C(O)c1nnn(-c2cc(C(F)(F)F)cc(C(F)(F)F)c2)c1-c1ccccc1	13	3	-11	16	-1	-4	3	3.6	9
61	CCn1c(SCC(=O)N(C)C2CCS(=O)(=O)C2)nnc1-c1cccs1 (configuration not stated)	9	0	10	8	0	0	4	0.0	5

Reformatted with values under each structure: 13 of the compounds above
Each structure is followed by: M4 antag	CHRM5 antagonist	CRFR2-BP antag	CHRM5 PAM	M4 ag	M5 ag	M4 PAM	CRFBP-R2 agonist	M1 PAM
(46) CCCCOP(=O)(OCCCC)C1(NS(=O)(=O)c2ccccc2)C=CC(=O)c2ccccc21 (configuration not stated)
    12	6	-5	-1	-1	6	5	-3.7	5
(47) CC(=O)N(C)c1ccc(C(O)(C(F)(F)F)C(F)(F)F)cc1
    -11	8	-3	-12	2	-6	-8	2.9	-2
(48) O=c1c2ccccc2c(C=Nc2ccc(O)cc2)c(O)n1Cc1ccccc1
    2	5	4	7	-2	-1	-5	-0.1	9
(49) COc1ccc(/C=C/C(=O)NCCSCc2ccco2)cc1OC
    -3	8	66*	0	2	5	-7	0.1	4
(50) Brc1ccc(-c2nnc3n2CCCCC3)cc1
    -7	17	-6	-1	0	-1	0	-0.4	4
(51) Cc1csc2ncnc(N3CCN(C(=O)Nc4ccc(OC(F)(F)F)cc4)CC3)c12
    24	16	-9	-23	15	-8	-26	-0.3	-8
(52) Cc1cnc(NC(=O)c2sc(Nc3ccccc3)nc2N)o1
    -3	21	-10	-5	1	-2	-2	0.5	1
(53) CN1CCOCCOCCN(C)C1=O
    -5	-2	0	-6	0	-6	6	0.5	-4
(54) COc1ccc(C(=O)/C=C/C(=O)N(Cc2ccccc2)C(C(=O)NC2CCCCC2)c2ccncc2)c(O)c1 (configuration not stated)
    14	2	-25	-3	2	-4	-4	-1.2	-5
(55) O=C1CCc2cc(S(=O)(=O)NC(C(=O)NCc3cccnc3)c3ccccc3)ccc2N1 (configuration not stated)
    -10	0	2	-2	1	-1	2	1.6	2
(56) COc1cccc(CC2(CO)CCCN(Cc3ccc(OC)c(C)c3OC)C2)c1 (configuration not stated)
    -2	8	-23	0	8	4	-5	1.0	-2
(57) Cc1cc(NC(=O)Nc2cccs2)no1
    -13	-11	-2	8	2	2	21	0.2	6
(58) O=C(CSc1nncc(=O)[nH]1)NC1CCCCC1
    3	10	-1	2	0	-3	-3	0.9	10
